# Assay outcomes from PubChem.
# HRas wt GTP: modulators of GTP binding to human HRas wildtype; P01112; GST-Ras wt beads, Bodipy-FL-GTP binding, flow cytometry; actives lie on both sides; GTP binding activity, % at 10 µM; 0.14% of 190,000 active; AID 759;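 active = GTP binding activity at least 20% away from the 100% baseline, either lowered as inhibitor or raised as activator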;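 also: 0% = unlabeled GTP competition control and 100% = no-compound control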
# ABCB1 block: blocks JC-1 efflux by human ABCB1 transporter | inhibition, % at 6.6 µM | CCRF-Adr cells, flow cytometry | 0.067% of 190,000 active | P08183; in the data active = inhibition above about 40%;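 also: 0% = vehicle and 100% = reference inhibitor; higher value means more JC-1 retained so stronger ABCB1 efflux block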
# Target sequence (P08183 whole entry, looked up): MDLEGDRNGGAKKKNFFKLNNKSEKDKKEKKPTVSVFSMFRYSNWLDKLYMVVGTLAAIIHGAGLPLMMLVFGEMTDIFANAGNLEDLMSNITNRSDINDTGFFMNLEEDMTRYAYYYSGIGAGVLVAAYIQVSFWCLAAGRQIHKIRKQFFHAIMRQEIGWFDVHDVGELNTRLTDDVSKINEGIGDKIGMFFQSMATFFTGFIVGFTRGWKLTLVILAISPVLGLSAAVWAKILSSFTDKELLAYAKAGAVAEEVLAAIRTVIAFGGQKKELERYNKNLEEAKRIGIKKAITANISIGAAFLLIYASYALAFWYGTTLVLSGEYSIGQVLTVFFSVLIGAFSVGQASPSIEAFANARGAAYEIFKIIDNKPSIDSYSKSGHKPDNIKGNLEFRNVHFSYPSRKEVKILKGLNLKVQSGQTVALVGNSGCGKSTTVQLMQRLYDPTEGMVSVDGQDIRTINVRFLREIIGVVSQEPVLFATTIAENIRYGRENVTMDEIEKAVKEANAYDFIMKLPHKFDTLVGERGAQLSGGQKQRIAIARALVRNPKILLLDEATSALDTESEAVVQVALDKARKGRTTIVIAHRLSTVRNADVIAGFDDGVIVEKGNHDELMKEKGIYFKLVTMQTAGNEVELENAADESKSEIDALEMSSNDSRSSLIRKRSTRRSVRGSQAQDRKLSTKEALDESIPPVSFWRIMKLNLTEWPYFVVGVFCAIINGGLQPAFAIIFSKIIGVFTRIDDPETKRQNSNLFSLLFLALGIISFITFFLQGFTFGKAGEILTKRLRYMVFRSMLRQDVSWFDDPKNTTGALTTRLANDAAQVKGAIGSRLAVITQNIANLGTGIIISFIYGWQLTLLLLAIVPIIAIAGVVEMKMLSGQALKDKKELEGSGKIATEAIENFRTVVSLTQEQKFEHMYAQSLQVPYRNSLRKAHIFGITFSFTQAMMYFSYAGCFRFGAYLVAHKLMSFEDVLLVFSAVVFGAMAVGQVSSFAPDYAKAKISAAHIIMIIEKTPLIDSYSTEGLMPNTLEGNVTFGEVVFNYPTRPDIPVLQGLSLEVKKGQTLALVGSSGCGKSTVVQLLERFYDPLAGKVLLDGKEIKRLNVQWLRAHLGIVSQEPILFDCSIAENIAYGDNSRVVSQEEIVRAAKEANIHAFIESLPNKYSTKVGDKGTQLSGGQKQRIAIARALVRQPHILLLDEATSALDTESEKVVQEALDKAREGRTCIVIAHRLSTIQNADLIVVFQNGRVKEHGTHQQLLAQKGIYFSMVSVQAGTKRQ
# Rab7 wt GTP bind: modulators of GTP binding to dog Rab7 wildtype GTPase; GTP binding activity (percent of control), % at 10 µM; AID 758; GST-Rab7 beads, fluorescent GTP binding, flow cytometry; actives lie on both sides; untreated = 100%, excess cold GTP = 0%; 0.055% of 190,000 active;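 active = fluorescent GTP binding to Rab7 beads changed by at least 20 points from the 100% baseline, either direction, mostly lower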;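 also: median green fluorescence of bound Bodipy-FL-GTP per Rab7 bead population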
# Rac1 act GTP bind: alters GTP binding to activated mutant human Rac1; AID 764; GST-Rac1 activated beads, fluorescent GTP binding, flow cytometry; actives lie on both sides; 100% means binding = to untreated wells; percent activity (GTP binding), % at 10 µM; P63000; 0.11% of 190,000 active;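 active = GTP binding at least 20 percentage points away from the 100% baseline, in either direction, so actives lie on both sides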
# GSH fluor: GSH bead compound fluorescence profile | GSH beads flow cytometry, compound fluorescence 488/530 nm; stronger effect = higher value | fluorescence (KMESF) at 10 µM | 0.25% of 190,000 active; in the data active = fluorescence above about 89;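 also: glutathione beads carrying GST-tagged Bcl family fusion proteins plus one bare bead set; values are compound well signal with DMSO vehicle wells as background; inactives centre near 16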
# Rac1 wt modul: alters GTP binding to wildtype human Rac1; GTP binding activity (% of control), % at 10 µM; 0.27% of 190,000 active; P63000; AID 757; GST-Rac1 beads, fluorescent GTP binding, flow cytometry; actives lie on both sides; 0 = cold GTP competed, 100 = untreated;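 active = GTP binding activity at least 20 points away from the 100% control level, either lower or higher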
# Rab2 wt GTP: changes GTP binding to wildtype dog Rab2A, up or down; P61105; 0.19% of 190,000 active; GTP binding activity, % at 10 µM; GST-Rab2 wt beads, Bodipy-GTP binding, flow cytometry;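 active = GTP binding activity at least 20 points away from 100%, either lowered or raised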;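 also: 0% = beads with excess unlabeled GTP and 100% = no-compound control corrected for plate trend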
# Cdc42 wt GTP: changes GTP binding to wildtype human Cdc42. P60953. GST-Cdc42 beads, Bodipy-GTP binding, flow cytometry; actives lie on both sides. percent activity (GTP binding), % at 10 µM. 0.2% of 190,000 active. AID 761;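 active = percent activity GTP binding at least 20 points away from the 100% baseline, either down as inhibitor or up as activator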;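 also: median bead fluorescence of bound Bodipy-FL-GTP at 100 nM; 0% = excess unlabeled GTP control and 100% = no compound control; below 100% means less GTP binding so inhibitor and above means activator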
# Avidin fluor: avidin bead compound fluorescence profile; 0.38% of 220,000 active; fluorescence (KMESF) at 10 µM; Avidin beads, compound fluorescence 488/530 nm, flow cytometry; stronger effect = higher value; in the data active = fluorescence above about 47; also: inactives centre near 10
# Pf gamet viab: inhibitors of late stage P. falciparum gametocyte viability | P. falciparum stage V gametocytes, ATP luminescence, 24 h | inhibition, % at 10.9 µM | 0.065% of 150,000 active | AID 743093;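 active = inhibition above the mean plus 3 SD of compounds within the control limits, set per campaign, cut at about 38% in these data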;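 also: 0% = DMSO wells and 100% = medium only without gametocytes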
# ABCG2 block: inhibitors of human ABCG2 transporter, ABCB1 counter-screen. Q9UNQ0. IgMXP3 cells, JC-1 efflux, flow cytometry. inhibition, % at 6.6 µM. 0.1% of 190,000 active. AID 1325;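 active = inhibition above 80%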;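 also: 0% = DMSO and 100% = nicardipine control wells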
#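 Test system: IgMXP3 (ABCG2) plus far-red-tagged CCRF-Adr (ABCB1) cells. Reagent: JC-1 dye as substrate. Timing: 10 min exposure at 25 °C with rotation, no wash. Measured by: flow cytometric JC-1 green MFI at 530 nm. Read-out: percent efflux inhibition, scaled nicardipine 100% to DMSO 0%. Control set: nicardipine and DMSO wells.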
# * hit, by the source's call; · = not tested or not shown; & = joins results of further samples; [ ] = dose if it differs, or a comment.
(1) CCC(C)C(NC(=O)c1ccccc1NC(=O)c1ccccc1)C(=O)N1CCOCC1 (stereo not given)
(2) N#CN=C(N)c1ccccc1
(3) Cc1cc(C)c(C#N)c(SCC(=O)N2CCN(Cc3ccccc3)CC2)n1
(4) CC1CCN(C(=O)CSc2nnc(-c3ccco3)o2)CC1
(5) CCCn1c(=S)[nH]c2cc(C(=O)N3CCc4ccccc43)ccc2c1=O
Assay by compound,1,2,3,4,5
HRas wt GTP,101,100,104,97,97
ABCB1 block,1.1,0.5,0.9,-2.2,0.5
Rab7 wt GTP bind,100,100,106,100,95
Rac1 act GTP bind,102,98,103,97,94
GSH fluor,5,37,12,21,18
Rac1 wt modul,106,105,113,100,100
Rab2 wt GTP,101,102,104,99,95
Cdc42 wt GTP,101,100,104,98,97
Avidin fluor,13,12&8,8,9,11
Pf gamet viab,3,·,-4,·,·
ABCG2 block,11,1,3,-2,3

(6) CO/N=C/NC(=O)NOCc1ncc(C(F)(F)F)cc1Cl
(7) Clc1ccccc1Cc1noc(CN2CCSCC2)n1
(8) O=C(/C=C/c1ccc(Cl)cc1)NCCN1CCOCC1
(9) Clc1ccc(CN(Cc2ccccc2)C(c2cccs2)c2nnnn2C2CCCC2)cc1 (stereo not given)
(10) CCN(Cc1ccncc1)Cc1c(O)ccc2ccccc12
Assay by compound,6,7,8,9,10
HRas wt GTP,113,95,99,99,98
ABCB1 block,0.8,-0.2,0.6,0.0,-1.5
Rab7 wt GTP bind,104,96,97,94,102
Rac1 act GTP bind,104,97,95,97,93
GSH fluor,24,8,13,9,12
Rac1 wt modul,123*[activator],96,97,101,98
Rab2 wt GTP,115,93,97,102,99
Cdc42 wt GTP,118,92,97,100,96
Avidin fluor,11,8,8,4,23
Pf gamet viab,·,4,·,·,·
ABCG2 block,3,0,6,0,-5

# Screen by screen, quoted from above.
# Cdc42 wt GTP for entries 6 to 10 → 118, 92, 97, 100, 96

# Next section.
(11) O=[N+]([O-])c1ccc(-c2ccc(/C=N/c3c(-c4ccco4)nc4ccccn34)o2)cc1
(12) COc1ccc(N=Nc2nc3cc(Br)c(Br)cc3n2C)c(OC)c1
(13) O=C1c2ccccc2C(=O)N1CCCCSc1nnc(-c2ccc(OC(F)F)cc2)o1
(14) O=C(Nc1ccc([N+](=O)[O-])cn1)C1CC2CCC1C2 (stereo not given)
(15) Nc1ccc2oc(-c3ccccc3Cl)nc2c1
Assay by compound,11,12,13,14,15
HRas wt GTP,99,98,97,102,96
ABCB1 block,8.6,1.0,1.7,1.6,-0.1
Rab7 wt GTP bind,98,96,94,103,96
Rac1 act GTP bind,94,96,96,100,98
GSH fluor,29,·,51,11,12
Rac1 wt modul,98,99,96,105,98
Rab2 wt GTP,96,98,96,100,97
Cdc42 wt GTP,97,100,96,102,97
Avidin fluor,8,7,10,4,14
Pf gamet viab,·,4,·,·,3
ABCG2 block,46,4,11,1,-1

# 3 structures out of the list, ordered by length of the SMILES, largest number first:
(12) COc1ccc(N=Nc2nc3cc(Br)c(Br)cc3n2C)c(OC)c1
(14) O=C(Nc1ccc([N+](=O)[O-])cn1)C1CC2CCC1C2 (stereo not given)
(15) Nc1ccc2oc(-c3ccccc3Cl)nc2c1
Assay by compound,12,14,15
HRas wt GTP,98,102,96
ABCB1 block,1.0,1.6,-0.1
Rab7 wt GTP bind,96,103,96
Rac1 act GTP bind,96,100,98
GSH fluor,·,11,12
Rac1 wt modul,99,105,98
Rab2 wt GTP,98,100,97
Cdc42 wt GTP,100,102,97
Avidin fluor,7,4,14
Pf gamet viab,4,·,3
ABCG2 block,4,1,-1

# The results go on:
(16) COc1ccc(-n2c(C)cc(C(=O)COc3ccc(-n4cnnn4)cc3)c2C)cc1
(17) Cn1c(=O)[nH]c(=O)c2c1nc(NCc1ccco1)n2Cc1ccccc1Cl
(18) Cc1ccc(S(=O)(=O)NNC(=S)Nc2ccccc2)cc1
(19) Cc1ccc(NC(=O)CN2C(=O)NC3(CCCc4ccccc43)C2=O)cc1S(=O)(=O)N1CCOCC1 (stereo not given)
(20) O=C(N[C@@H](Cc1ccccc1)C(=O)NC1CCCCCC1)c1ccco1
Assay by compound,16,17,18,19,20
HRas wt GTP,100,99,98,98,102
ABCB1 block,0.4,0.3,0.7,-1.0,0.8
Rab7 wt GTP bind,99,103,101,95,102
Rac1 act GTP bind,99,97,98,96,99
GSH fluor,23,19,12,14,36
Rac1 wt modul,103,100,101,96,102
Rab2 wt GTP,99,98,99,98,102
Cdc42 wt GTP,100,94,100,92,104
Avidin fluor,35,12,10,10,9
Pf gamet viab,21,-15,·,-13,-8
ABCG2 block,1,1,6,-1,1

# Part of the list above with just ABCB1 block.
nr	smiles	ABCB1 block
18	Cc1ccc(S(=O)(=O)NNC(=S)Nc2ccccc2)cc1	0.7
19	Cc1ccc(NC(=O)CN2C(=O)NC3(CCCc4ccccc43)C2=O)cc1S(=O)(=O)N1CCOCC1 (stereo not given)	-1.0

# The list goes on.
(21) COc1cc(/C=N/S(=O)(=O)CCc2ccccc2)ccc1O
(22) CCN(CC)S(=O)(=O)c1ccc(C(=O)N2CCc3ccccc32)cc1
(23) CCC(C)c1ccc(NC(=O)C/C(C)=N/NC(=O)c2cnccn2)cc1 (stereo not given)
(24) CCc1cc(=O)oc2c(C)c(O)c(CN(C)C)cc12
(25) Cn1nccc1C(=O)Nc1cccc(C(F)(F)F)c1
Assay by compound,21,22,23,24,25
HRas wt GTP,100,94,98,101,98
ABCB1 block,-0.5,0.4,0.5,0.1,0.5
Rab7 wt GTP bind,100,93,99,99,98
Rac1 act GTP bind,99,96,99,100,96
GSH fluor,13,8,22,15,13
Rac1 wt modul,101,94,94,101,97
Rab2 wt GTP,100,96,96,99,96
Cdc42 wt GTP,100,98,92,103,98
Avidin fluor,9,27,13,11,10
Pf gamet viab,-2,-16,-12,-1,-6
ABCG2 block,-1,2,9,4,14

(26) COc1cc2nc(Cl)nc(N3CCCCC3)c2cc1OC
(27) O=C1OCC(c2ccccc2)=C1c1ccc(S(=O)(=O)N2CCOCC2)s1
(28) Cc1ccc(S(=O)(=O)Nc2ccncc2)c(C)c1N(C)S(=O)(=O)c1ccc(F)cc1
(29) N#Cc1nc(-c2ccco2)oc1NCCCN1CCOCC1
(30) CCN(CC)S(=O)(=O)c1cccc(-c2nnc(SCCOc3ccccc3)o2)c1
Assay by compound,26,27,28,29,30
HRas wt GTP,92,98,102,100,98
ABCB1 block,1.3,0.1,0.5,0.0,0.8
Rab7 wt GTP bind,93,97,98,99,101
Rac1 act GTP bind,94,98,100,100,96
GSH fluor,17,24,6,18,37
Rac1 wt modul,94,98,103,101,100
Rab2 wt GTP,94,98,99,100,97
Cdc42 wt GTP,92,97,100,103,99
Avidin fluor,10,14,12,7,5
Pf gamet viab,·,·,0,·,-1
ABCG2 block,9,0,2,0,4

(31) CCO[C@H]1OC(C(=O)N2CCN(C)CC2)=C[C@@H](c2ccc3c(c2)OCO3)[C@@H]1CCCO
(32) Cc1ccc(S(=O)(=O)NCC(=O)OCC(=O)Nc2ccccc2OC(F)F)cc1
(33) Cc1ccc(NC(=O)C2CCCCC2)c(O)c1
(34) CC(C)(C)c1nc2ccccc2c2nnc(SCC(=O)Nc3nccs3)n12
(35) CCOC(=O)NC(=O)c1cn(CCNCCO)c(=O)[nH]c1=O
Assay by compound,31,32,33,34,35
HRas wt GTP,97,99,100,99,99
ABCB1 block,0.7,-0.8,0.1,1.0,0.3
Rab7 wt GTP bind,103,99,101,100,102
Rac1 act GTP bind,98,98,95,99,96
GSH fluor,19,19,17,10,14
Rac1 wt modul,100,103,100,100,101
Rab2 wt GTP,98,99,97,100,98
Cdc42 wt GTP,96,100,97,102,97
Avidin fluor,5,10,12,10,9
Pf gamet viab,10,19,·,·,21
ABCG2 block,0,-7,1,7,1

(36) CCCC(=O)OCC(=O)NC1CCCc2ccccc21 (stereo not given)
(37) O=C(Nc1cccc(F)c1)c1cc(S(=O)(=O)N2CCC3(CC2)OCCO3)ccc1F
(38) CCc1ccccc1NC(=S)NCCSc1ccc(Cl)cc1
(39) C=C(C)COc1ccc(-c2[nH]ncc2-c2ccccc2)c(O)c1
(40) O=C(c1ccccc1Br)N1CCN(c2ccc([N+](=O)[O-])c(N3CCOCC3)c2)CC1
Assay by compound,36,37,38,39,40
HRas wt GTP,98,103,96,102,98
ABCB1 block,1.1,0.5,-1.8,0.6,1.0
Rab7 wt GTP bind,102,101,101,100,95
Rac1 act GTP bind,96,101,93,98,94
GSH fluor,7,15,12,15,10
Rac1 wt modul,97,104,93,99,96
Rab2 wt GTP,100,100,99,101,99
Cdc42 wt GTP,97,103,98,102,101
Avidin fluor,24,24,8,11,9
Pf gamet viab,·,9,-42,·,-8
ABCG2 block,2,3,7,4,6

(41) Cc1ccc(C)c(OCC(=O)Nc2ccc(S(=O)(=O)Nc3ccccn3)cc2)c1C
(42) CCCOc1ccc(C(O)C(CN2CCOCC2)c2ccccc2)cc1 (stereo not given)
(43) C=CCN1C(=O)C(Cc2ccc(C)cc2)S/C1=N/N=C/c1ccco1 (stereo not given)
(44) N#Cc1ccc(NC(=O)CNc2cc(S(=O)(=O)N3CCOCC3)ccc2NCC2CCCO2)cc1 (stereo not given)
(45) CCOC(=O)c1cc(C(=O)OCC)c(=O)[nH]c1N1CCCC1
(46) Clc1cccc(CSc2ncn(-c3ccccc3)n2)c1
(47) CN(C)c1ccc(/C=N/N(Cc2ccccc2)c2ccccc2)cc1
(48) CCOC(=O)/C(=C\c1ccc([N+](=O)[O-])o1)NC(=O)c1ccccc1
Assay by compound,41,42,43,44,45,46,47,48
HRas wt GTP,101,106,101,103,57*,99,96,103
ABCB1 block,0.5,-2.6,0.7,0.9,-0.1,0.0,2.4,1.0
Rab7 wt GTP bind,97,98,99,103,24*,95,96,100
Rac1 act GTP bind,101,100,100,100,50*,100,95,100
GSH fluor,12,22,31,12,14,15,13,23
Rac1 wt modul,104,101,103,103,51*,104,102,105
Rab2 wt GTP,100,104,101,103,54*,101,96,104
Cdc42 wt GTP,99,107,102,101,56*,102,100,104
Avidin fluor,14,34,18,8,8,12,8,26
Pf gamet viab,4,·,10,8,-48,·,-16,·
ABCG2 block,0,-3,2,11,1,-1,5,40

# The order is random; any-hit rate near 1.1%.
